# Growth percent in the NCI-60 one-dose screen (48 h, 10 µM unless noted): 100 = growth as untreated, 0 = no growth, -100 = all killed.
# HL-60(TB): HL-60(TB) leukemia cells; AID 1794776; 78,000 compounds, 9% hits; active means growth percent below 10
# * hit, by the source's call; & = joins results of further samples; [ ] = another dose, or the depositor's remark. An excerpt; count on the stated rates, not on these rows.
SMILES,HL-60(TB)
COc1ccc(/C=C/c2ccc(Cl)cc2)cc1,97
O=c1cc(-c2ccc(Cl)cc2)[nH]n1-c1nc2ccccc2s1,96
C=C(Cl)COC(=S)S,104
COc1ccc(-c2nc3c(nc(C)c4ccc(=O)[nH]c43)o2)cc1,96
CCCCCCCC(C)NCCCO (configuration not stated),97
Cc1sc2c(c1C)C(c1ccc(Cl)cc1)=N[C@@H](CC(=O)OC(C)(C)C)c1nnc(C)n1-2,4.3*
COc1cc(-c2nnc(-c3cc4ccc(OCc5ccccc5)cc4nc3OC)o2)cc(OC)c1OC,94
O=c1cc(C(F)(F)F)[nH]c(=S)[nH]1,94
O=c1ccc(=O)n(-c2nc(-c3ccc(Br)cc3)cs2)[nH]1,95
Nc1nc2ccc(-c3nc4ccc5[nH]ncc5c4c4c3CCCC4)cc2s1,95
Fc1ccc2[nH]cc(-c3nc(-c4ccc5ccccc5c4)cs3)c2c1,98
COc1cc(N=Nc2ccc(C(=O)N(C)C)cc2)c(C)cc1N=Nc1c(O)c2ccccc2[nH]c1=O,83
CN(C)c1ccc(N=Nc2ccc3ncccc3c2)cc1,52
O=C(/C=C/c1cccc(OCc2ccccc2)c1)c1nc2ccccc2[nH]1,5.7*
COc1ccc(C(=O)O)cc1[N+](=O)[O-],72
O=P(O)(Nc1ccccc1)Nc1ccccc1,74
COc1ccc(S(=O)(=O)NCCCNc2nccc(-c3cn(C(C)(C)C)nc3-c3ccc(Cl)c(OC)c3)n2)cc1,124
Cc1ccc2nc3c(n2c1)C(=O)C(=O)c1ccccc1-3,-59*
CC1=C(I)[C@@]2(CCCO)c3cc4c(cc3C[C@@]2(C)[C@@H]1C)OCO4,121
CCCCCCCC(=O)SCC/C=C/[C@@H]1CC(=O)NCc2nc(co2)C2=N[C@@](C)(CS2)C(=O)N[C@@H](C(C)C)C(=O)N1,90

# Four entries picked at random from the list so far, as already listed:
SMILES,HL-60(TB)
COc1cc(-c2nnc(-c3cc4ccc(OCc5ccccc5)cc4nc3OC)o2)cc(OC)c1OC,94
Nc1nc2ccc(-c3nc4ccc5[nH]ncc5c4c4c3CCCC4)cc2s1,95
CCCCCCCC(=O)SCC/C=C/[C@@H]1CC(=O)NCc2nc(co2)C2=N[C@@](C)(CS2)C(=O)N[C@@H](C(C)C)C(=O)N1,90
O=c1cc(-c2ccc(Cl)cc2)[nH]n1-c1nc2ccccc2s1,96

# (cont.)
SMILES,HL-60(TB)
C[C@@H]1CC[C@@]2(NC1)O[C@H]1C[C@H]3[C@@H]4CC=C5C[C@@H](O)CC[C@]5(C)[C@H]4CC[C@]3(C)[C@H]1[C@@H]2C,99
CCCSc1nnc(-c2sc3nc4ccccc4n3c2C)o1,94
COc1c(F)ccc(C(=O)Nc2ccc3nc(NC(=O)C4CCCN(S(=O)(=O)c5ccc(Br)c(F)c5)C4)sc3c2)c1F (configuration not stated),89
CC1(OO)CCC2CC1C2(C)C (configuration not stated),116
CCCCCCCCCCCCOCCNCC(=O)Nc1ccc(S(=O)(=O)c2ccc(NC(=O)CNCCOCCCCCCCCCCCC)cc2)cc1,101
COc1ccc(-n2c(SC)nc3ccc(Cl)cc3c2=O)cc1,106
N#Cc1c(N)n2c(nc1=Nc1ccc(Cl)cc1)sc1cc(Cl)ccc12,117
COc1cccc(-c2nc3occn3c2-c2ccnc(NCCNS(=O)(=O)c3cccc(F)c3)n2)c1,121
Cc1ccc2c(N)c(C(=O)c3ccc(Cl)cc3)sc2n1,85
COc1ccc(CNc2ccc3nc(NC(=O)CN4CCCCC4)sc3c2)cc1,66
CCN(CC)S(=O)(=O)c1cc(C(=O)Nc2sc3c(c2C(N)=O)CCC3)ccc1C,87
C=CC(=O)N1CCN(c2ccc3cccc(NC(=O)c4cnc(C)cn4)c3n2)CC1,27
COc1cc(C2c3cc4c(cc3C(O)C3COCC23)OCO4)cc(OC)c1OC (configuration not stated),89
CC(C)=CCC[C@](C)(O)[C@H]1CC[C@]2(C)[C@@H]1CC[C@@H]1[C@@]3(C)C/C(=C/c4ccc(C(F)(F)F)cc4C(F)(F)F)C(=O)C(C)(C)[C@@H]3CC[C@]12C,100
O=C1CC=C2C3CC4N(CCC45c4ccccc4N1C25)C/C3=C\CBr (configuration not stated),95
O=C(O[C@H](Cc1ccc2ccccc2c1)C(=O)O)C1c2ccccc2-c2ccccc21,93
COc1cc(C2N=C(NNc3ccccc3)NC(C)=C2C(C)=O)ccc1O (configuration not stated),92
N#CC(=C1CCN(Cc2ccccc2)CC1)c1ccccc1,109
CN(C)Cc1ccc(O)c(CN(C)C)c1,53
N#Cc1c(-c2cccc([N+](=O)[O-])c2)cc(-c2ccc3ccccc3c2)[nH]c1=O,79
O=C(OC(=O)C1CCCCC1)C1CCCCC1,94
COc1cc(-c2ccc[nH]2)[nH]c1/C=C1\N=C(C)C(C(=O)NC(C)C)=C1C,26
Nc1cc2c3cncnc3cc(-c3cccc(Cl)c3)c2c2ncncc12,107
Cc1cc(Nc2ccc(Br)cc2)nc(N)n1,70
Cc1cc(C)c2c(c1)N1OC(C2)C[C@H]1c1cccc2ccccc12 (some centres not stated),113
CC(=O)c1cc2c(N)c(C(=O)Nc3cccc(Cl)c3)sc2nc1C,49
O=C1/C(=C/c2cccc([N+](=O)[O-])c2)Oc2ccc(O)cc21,84
CC(NS(C)(=O)=O)c1ccccc1 (configuration not stated),100
O=S(=O)(Cl)c1cccc2cccnc12,96
Cc1ccccc1-n1c(C)nc2cc(NC(=O)c3cccs3)ccc2c1=O,82
COC(=O)C(=[N+]=[N-])C(=O)OC,100
CCN1C(=O)C(C)C=C(C)C=C1C (configuration not stated),94
CC1CCC(N2CCCn3c2nc2c3c(=O)n(C)c(=O)n2C)CC1 (configuration not stated),95
COc1cc(C2NC(c3ccc(Cl)cc3)C(C)C(=NC(=O)c3cnccn3)C2C)cc(OC)c1OC (configuration not stated),98
COCCn1c(Nc2ccc(C(=O)NO)cc2)nc2ccccc21,12
NC(=S)c1cccnc1,120
c1ccc(OCCOCCOc2ccccc2-c2ccccc2)cc1,108
Cc1[nH]c(C(=O)Nc2nc3ccc(NC(=O)c4cccnc4)cc3s2)c(Cl)c1Cl,103
COc1ccc(C(=O)c2c(-c3[nH]c4ccccc4c3C(=O)c3ccc(OC)cc3)[nH]c3ccccc23)cc1,107
Cn1c(=O)[nH]c2nc(SC/C(=N/O)c3ccc(Br)cc3)[nH]c2c1=O,111
O=C1COC(c2ccccc2O)=NN1CCCl,94
NC(N)=NS(=O)(=O)c1ccc(Nc2nc(N3CCOCC3)c3ccccc3n2)cc1,95
NC(=O)c1ccccn1,99
CCN1C[C@@]2(COC)C3[C@@H](OC)[C@H]4[C@@H]1[C@]3(C(OC)C[C@H]2O)C1C[C@@]2(O)[C@H](OC(=O)c3ccccc3)C1[C@]4(OC(C)=O)[C@@H](O)[C@@H]2OC (some centres not stated),111
O=C(Nc1ncc(Cc2cccc(Cl)c2)s1)C1=NCCCN1,98
COc1cc(C2CC(c3ccc(Nc4nc(NCCO)nc(NCCO)n4)cc3)=NN2c2cc(Cl)cc(Cl)c2)cc(OC)c1OC (configuration not stated),-5.0*
O=C(O)c1cc(-c2cccc(Cl)c2)nc2ccccc12,94
CC1(C)CCC2=C1CC(O)C1(F)C2CCC2=CC(=O)CCC21C (configuration not stated),93
NC(=O)C1(Nc2ccc(C(=O)O)cc2)CCCC1,94
COCCCNc1ncnc2c1cnn2C,99
COc1ccc(/C=C2\N=C(c3ccccc3)OC2=O)cc1OC,53
O=C(Nc1cccc([N+](=O)[O-])c1)OCC#CCCl,55
CCOCc1cc(-n2c(-c3ccc(Cl)cc3)cc(C(=O)OCC)c2C)ccc1O,93
COc1ccc(Cn2cc(CNC(=O)c3cccnc3Nc3ccc(F)cc3)nn2)cc1,96
CC1=C(C(=O)Nc2ccccc2)C(c2ccc3c(c2)OCO3)NC(=S)N1 (configuration not stated),104
COC(=O)c1cccc(Oc2ccc(NC(=O)Nc3cc(C(F)(F)F)ccc3F)cc2)c1,78
CCCCc1ccc(N2CCC(=O)NC2=S)cc1,99
c1ccc(OCCN2CCNCC2)cc1,104
CCC(C)C(C(=O)O)n1c(O)c(C=C2N=c3ccccc3=N2)sc1=S (configuration not stated),101
COc1cc2c(c(OC)c1)C1c3cc(OC)ccc3NC(=O)N1CC2 (configuration not stated),66

# Rewritten as labelled records: 2 of the compounds above.
> CC(NS(C)(=O)=O)c1ccccc1 (configuration not stated)
- HL-60(TB): 100
> O=S(=O)(Cl)c1cccc2cccnc12
- HL-60(TB): 96

# Additional compounds.
SMILES,HL-60(TB)
Cn1c(=O)c2[nH]c(CCl)nc2n(C)c1=O,86
COc1cc(C)cc(C(O)Cc2cccc(-c3ccc(N(Cc4ccccc4)Cc4ccccc4)cc3)n2)c1 (configuration not stated),77
COc1cc(OC)cc(C(=O)Nc2cccc(Cn3c(=O)[nH]c4ccc(Oc5ncccn5)cc4c3=O)c2)c1,106[9.25 µM]
COC(=O)c1cc2c(cc1C(=O)OC)[n+](Cc1ccc3ccccc3c1)cn2Cc1ccc2ccccc2c1,95
CSC(=N\N=C\c1ccc2c(c1)OCO2)/N=C/N(C)C,99
Nc1ccc(-c2nnc(Cn3c(COc4cccc5ccccc45)nc4ccccc43)o2)cc1,107
O=C(O)c1cccc([N+](=O)[O-])c1,107
Nc1nc(N)c(N=O)c(Nc2ccc(S(N)(=O)=O)cc2)n1,79
CC(C)N(CCCl)CCOc1ccc(Cl)cc1Cc1ccccc1,89
C(CCCCCN1CCOCC1)CCCCN1CCOCC1,103
COc1ccc(N=Nc2c(N)nn3c(-c4ccc(Br)cc4)ccnc23)cc1,106
Fc1cc(F)cc(NNC(=S)c2ccccc2)c1,31
COc1cc2cc(Oc3ccc(NC(=O)Nc4ccc(Cl)c(Cl)c4)cc3)c(C)nc2cc1OCCN(C)C,134
CC(=O)Nc1cccc(Nc2nccc(N[C@@H](C)c3ccccc3)n2)c1,5.2*
COc1c(/C=N/N=c2sc(C(=O)c3cc4ccccc4o3)nn2-c2ccc(C)cc2)c(O)cc2oc(C)cc(=O)c12,102
COc1ccccc1NCc1cccn1Cc1ccc(F)cc1,104
O=C(O)C1(O)C[C@@H](O)C(O)[C@H](O)C1 (some centres not stated),130&96
O=C(Nc1cc(Cl)ccc1O)c1ccc(Nc2ccnc(C(F)(F)F)c2)cc1,-11*
CC1=C2[C@@H](CC1)[C@]1(C)O[C@@](C3CCCCC3)(C[C@H]1OC(=O)CO)[C@H]2OC(=O)/C=C/c1ccccc1,82
CCCOC(=O)c1cc(O)ccc1O,70
COc1cccc(-c2nc3sccn3c2-c2ccnc(NCCNS(=O)(=O)c3c(Cl)cccc3Cl)c2)c1,26
C1CN(C[C@H]2CO[C@H](CN3CCOCC3)CO2)CCO1,128
C=CC[C@@H](C[C@@H](C)CC[C@H]1O[C@]1(C)C(O)CC(=C)C(C)C)OC(C)=O (some centres not stated),133
CC(C)NC(=O)NC(=O)CI,89
O=C1c2cccc3cccc(c23)C(=O)N1c1c(Cl)cc(Cl)cc1Cl,106
C#CCn1c2c(c3ccccc31)C[C@]1(C)[C@H]3CC=C4[C@@H]5CC(C)(C)CC[C@]5(C(=O)N5CCOCC5)CC[C@@]4(C)[C@]3(C)CC[C@H]1C2(C)C,83
CC(=O)Oc1ccc2c(c1)c1cc3ncccc3nc1n2C(C)=O,80
COc1ccc2[nH]cc(-c3nc(-c4c[nH]c5ccncc45)cs3)c2c1,3.6*
CO[C@@H]1[C@@H](OC)N(C(=O)c2ccc(Cl)cc2)C(=O)N1C(=O)c1ccc(Cl)cc1,81
COc1ccc(/C=C/C(=O)N2CC(C)OC(C)C2)cc1OC1CCCC1 (configuration not stated),104
Cc1ccc(N=NC2C(=O)N(c3ccc(Cl)cc3)N(c3ccc(Cl)cc3)C2=O)cc1,103
CC1(c2ccncc2)Nc2cc(Cl)ccc2-c2ccnn21 (configuration not stated),110
CCCCNC(=S)Nc1ccc(OCc2nc3ccc(C)cc3[nH]2)cc1,104
N#C/C(C(=O)c1ccccc1)=C1/C(=O)Nc2ccc(Cl)cc21,132
Clc1ccccc1/C=C/c1ccccn1,91
CCCCOC(=O)c1cccc(C(=O)OCCCC)n1,102
COc1ccc(/C(O)=C2\C(=O)C(=O)N(Cc3cccnc3)C2c2ccncc2)cc1C (configuration not stated),98
COc1ccc(/C(C)=C(/c2ccc(O)cc2)c2ccc(Cl)cc2)cc1F,90
O=c1[nH]c2ccc(Oc3ncccn3)cc2c(=O)n1Cc1cccc(NS(=O)(=O)c2ccc(F)cc2)c1,100
CN(C)c1ccc(C(=Cc2ccccc2)c2ccc(N(C)C)cc2)cc1,97

# Continued; the last 2 above are carried over.
SMILES,HL-60(TB)
O=c1[nH]c2ccc(Oc3ncccn3)cc2c(=O)n1Cc1cccc(NS(=O)(=O)c2ccc(F)cc2)c1,100
CN(C)c1ccc(C(=Cc2ccccc2)c2ccc(N(C)C)cc2)cc1,97
C[C@@H]1CCC[C@H]1CC(N)C(=O)O (some centres not stated),112
CCNC(=S)NNC(=O)c1cc2ccc1CCc1ccc(cc1)CC2,100
N#Cc1ccc(OCC(=O)Nc2c(N)[nH]c(=O)n(Cc3ccccc3)c2=O)cc1,97
CC(CC(=O)O)C(=O)O (configuration not stated),102
Nc1nc(Cl)cc(Cl)n1,74

# Among those listed so far, these contain a nitro group on carbon:
SMILES,HL-60(TB)
COc1ccc(C(=O)O)cc1[N+](=O)[O-],72
N#Cc1c(-c2cccc([N+](=O)[O-])c2)cc(-c2ccc3ccccc3c2)[nH]c1=O,79
O=C1/C(=C/c2cccc([N+](=O)[O-])c2)Oc2ccc(O)cc21,84
O=C(Nc1cccc([N+](=O)[O-])c1)OCC#CCCl,55
O=C(O)c1cccc([N+](=O)[O-])c1,107
